ARFGAP1 inhibitor: inhibits rat ARF GTPase activating protein 1; Q62848; Arfgap1-stimulated ARF1 GTP hydrolysis, GDP FP detection; inhibition, % at 16.5 µM; 360,000 tested, 0.26% active; AID 651572;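 active = inhibition above a per-plate limit, mean inhibition of low control wells plus 3 SD, cut at about 25% in these data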;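 also: 0% = DMSO wells with enzyme and 100% = wells lacking Arfgap1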
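Material: rat Arfgap1 catalytic domain, aa 1-136; also added: human ARF1(Δ1-17)-GTP substrate; compound dosing: one concentration, 16.5 µM, DMSO 1.26%; incubation: GTP hydrolysis reaction 2 h at 25 °C; measured by: Tracer-displacement fluorescence polarization with EDTA stop, 620/688 nm; evaluation: % inhibition from polarization; repeats: one replicate per compound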
ASAP1 inh: blocks human ASAP1-stimulated Arf1 GTP hydrolysis | Q9ULH1 | GDP FP detection | inhibition, % at 16.5 µM | 360,000 tested, 0.19% active | AID 624377; in the data active = inhibition above about 25%;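 also: 0% = vehicle with enzyme and substrate and 100% = no enzyme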
ADAM10 inh: inhibitors of human ADAM10; O14672; recombinant ADAM10, EDANS/DABCYL FRET peptide cleavage, 3 h; inhibition, % at 7 µM; 370,000 tested, 0.62% active; AID 720582;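 active = inhibition above a per-campaign cutoff equal to the mean of compounds falling between control-based bounds plus 3 SD, cut at about 20% in these data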;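 also: 0% = DMSO wells while the 100% control is not disclosed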
ADAM17 inh: ADAM17 inhibition, QFRET primary screen; P78536; recombinant ADAM17, EDANS/DABCYL FRET peptide cleavage; inhibition, % at 6.95 µM; 370,000 tested, 0.83% active; AID 720648;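 active = inhibition above the mean of compounds lying between control limits plus 3 SD, set per campaign, cut at about 8.5% in these data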;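 also: 0% = DMSO-only wells as the low control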
TDP2 absorb: blocks human TDP2 phosphodiesterase activity; O95551; recombinant TDP2, T5PNP hydrolysis, p-nitrophenol absorbance 415 nm; inhibition, % at 12.8 µM; 370,000 tested, 0.34% active; AID 720702;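 active = inhibition above the mean of all tested compounds plus 3 SD, set per campaign, cut at about 25% in these data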;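 also: 0% = DMSO with enzyme and 100% = buffer with substrate but no TDP2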
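Assay system: Recombinant human TDP2 | Quantity: 120 nM TDP2 per well | Incubation: 2 h at 37 °C | Signal: Epi absorbance | Evaluation: Percent inhibition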
Tn6 DDE FP: disrupts Tn6 cyclic peptide binding to fibrin D-Dimer-E complex. Fibrin DD(E) TRITC-Tn6 fluorescence polarization displacement. P02675. inhibition, % at 8.3 µM. AID 720509. 370,000 tested, 0.21% active;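 active = inhibition above a per-campaign cutoff: mean of compounds within control limits plus 3 SD, cut at about 15% in these data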;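 also: 0% = median of all compound wells on the plate and 100% = blocking peptide control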
Tn7 DDE FP: DD(E)-Tn7 binding inhibition, primary FP screen; FP displacement of FITC-Tn7 peptide from fibrin DD(E); 0% = median of compound wells per plate; inhibition, % at 8.3 µM; 370,000 tested, 0.13% active;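 active = inhibition above the mean of compounds falling within the control limits plus 3 SD of them, cut at about 14% in these data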;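 also: 0% = plate median of compound wells and 100% = 10 µM Aha-Tn7 peptide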
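assay system = human clot-derived fibrin DD(E) complex | quantity = Fibrin-DD(E) at 2 µM final | timing = 10 min preincubation, 3 h with tracer, room temperature | signal = fluorescence polarization | measure = percent inhibition | benchmarks = high control wells with 10 µM unlabelled Aha-Tn7 peptide (full inhibition) | replicates = singlicate testing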
PLCg1 inh: blocks human PLC-gamma1 enzyme activity | purified PLC-gamma1, fluorogenic substrate, fluorescence | P19174 | inhibition, % at 12.2 µM | 370,000 tested, 0.84% active | AID 720700; in the data active = inhibition above about 9.5%
Target sequence (P19174 whole entry, looked up): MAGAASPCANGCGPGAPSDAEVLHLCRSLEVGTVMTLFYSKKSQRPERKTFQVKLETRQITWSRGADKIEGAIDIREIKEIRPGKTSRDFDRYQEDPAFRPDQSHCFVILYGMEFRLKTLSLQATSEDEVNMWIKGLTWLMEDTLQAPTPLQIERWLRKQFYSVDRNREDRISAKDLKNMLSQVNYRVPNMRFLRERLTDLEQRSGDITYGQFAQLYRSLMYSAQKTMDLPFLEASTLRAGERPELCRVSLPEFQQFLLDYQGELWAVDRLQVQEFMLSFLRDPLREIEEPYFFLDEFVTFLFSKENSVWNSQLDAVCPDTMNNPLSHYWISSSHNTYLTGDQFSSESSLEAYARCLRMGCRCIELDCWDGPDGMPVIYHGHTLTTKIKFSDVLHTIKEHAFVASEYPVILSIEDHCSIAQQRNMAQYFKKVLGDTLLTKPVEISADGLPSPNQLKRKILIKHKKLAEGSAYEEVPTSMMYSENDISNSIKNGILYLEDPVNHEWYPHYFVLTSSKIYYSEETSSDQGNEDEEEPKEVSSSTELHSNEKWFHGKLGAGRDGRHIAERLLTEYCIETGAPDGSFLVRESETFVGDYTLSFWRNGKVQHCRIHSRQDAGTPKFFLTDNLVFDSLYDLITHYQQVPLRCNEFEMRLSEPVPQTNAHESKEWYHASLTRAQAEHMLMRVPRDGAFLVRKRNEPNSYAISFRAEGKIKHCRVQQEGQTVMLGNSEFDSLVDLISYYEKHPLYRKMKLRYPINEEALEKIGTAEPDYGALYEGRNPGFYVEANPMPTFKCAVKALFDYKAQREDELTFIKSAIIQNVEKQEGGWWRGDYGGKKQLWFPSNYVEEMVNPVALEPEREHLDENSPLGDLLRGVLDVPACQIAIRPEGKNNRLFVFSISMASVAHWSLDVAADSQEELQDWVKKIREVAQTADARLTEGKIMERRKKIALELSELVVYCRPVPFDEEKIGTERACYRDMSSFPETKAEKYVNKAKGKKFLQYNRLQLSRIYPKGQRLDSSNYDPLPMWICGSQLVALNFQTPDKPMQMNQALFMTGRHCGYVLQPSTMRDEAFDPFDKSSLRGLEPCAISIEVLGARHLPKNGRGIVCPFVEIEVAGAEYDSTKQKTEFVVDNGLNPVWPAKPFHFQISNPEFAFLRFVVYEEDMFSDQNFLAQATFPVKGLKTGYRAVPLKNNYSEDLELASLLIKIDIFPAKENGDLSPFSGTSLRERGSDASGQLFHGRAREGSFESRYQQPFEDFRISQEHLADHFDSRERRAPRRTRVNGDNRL
PLC-beta3 inh: PLC-beta3 (human) inhibition, primary screen. Purified PLC-beta3, fluorogenic substrate, fluorescence. inhibition, % at 12.2 µM. AID 720704. 370,000 tested, 0.18% active; in the data active = inhibition above about 11%;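 also: 0% = median of compound wells on plate and 100% = full blocker control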
SIAE inh: human SIAE inhibition, primary screen. SIAE FP-Rh probe binding, fluorescence polarization. inhibition, % at 9.66 µM. 370,000 tested, 0.69% active;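 active = inhibition above a cutoff: mean of compounds within the control limits plus 3 SD of those, cut at about 17% in these data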;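 also: 0% = plate median of compound wells and 100% = probe without SIAE protein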
* hit, by the source's call; i = inactive; . = not tested or not shown.

SMILES	ARFGAP1 inhibitor	ASAP1 inh	ADAM10 inh	ADAM17 inh	TDP2 absorb	Tn6 DDE FP	Tn7 DDE FP	PLCg1 inh	PLC-beta3 inh	SIAE inh
Cc1cc(C)c(NC(=O)CSc2ccc(-c3cccnc3)nn2)c(C)c1	4	5	-14	-7	-8	0	1	-48	-78	-6
N#CCCN(C(=O)COC(=O)C1=NNC(=O)CC1)c1ccccc1	9	4	-3	3	11	-10	-2	1	-3	1
Cc1cccc(NC(=O)N2CCCC2C(=O)Nc2ccccc2)c1 (stereo not given)	4	12	4	1	-22	2	-3	13*	7	-1
CN(CC(=O)Nc1cccc(F)c1)C(=O)c1cc(S(=O)(=O)N2CCN(c3ccccc3)CC2)ccc1Cl	-1	-17	9	4	-3	3	3	-1	-5	-8
CN(C(=O)c1ccc(Oc2ccc([N+](=O)[O-])cc2)cc1)C1CCCCC1	0	-7	-8	-2	-5	-1	3	2	-2	-1
CC(=O)Nc1cccc(-c2nc3ccccc3s2)c1	7	3	-38	-13	-4	-2	0	-10	-10	-10
CCN(CC(=O)Nc1ccc(OC)cc1)C(=O)CSCC(=O)Nc1cc(C)on1	-8	6	-6	-1	4	-12	0	1	-4	6
NC(=O)[C@H]1CC2(CC(c3cccc(NC(=O)[C@H]4CCC(=O)N4)c3)=NO2)CN1C(=O)c1ccccc1C(=O)c1ccccc1 (stereo not given in full)	5	12	4	5	-5	3	-3	3	2	-1
CCN(CC)S(=O)(=O)c1ccc(/C=C/C(=O)Nc2ccc(F)cc2F)cc1	2	2	8	4	3	-4	-4	2	-1	-2
Cc1noc(C)c1COc1ccc(C(=O)OCC(N)=O)cc1	-1	-2	-1	-1	-1	7	-5	3	-2	-5
CC(=O)N1CCN(c2ccc(NC(=O)c3ccc(C)cc3)cc2)CC1	0	3	-3	-2	-2	-4	2	2	4	2
COc1ccc(N2CCN(C(=O)CCCOc3cc(=O)n(C)c4ccccc34)CC2)cc1	5	0	-4	-4	-1	-5	1	-4	5	-4
CCCS(=O)(=O)NC(=O)C1(C)CCN(C(=O)Cc2ccc(F)cc2)C1 (stereo not given)	-2	-10	1	0	-9	7	8	0	4	4
CC(=O)NC(CC(=O)NC12CC3CC(CC(C3)C1)C2)c1ccccc1 (stereo not given)	-15	-9	5	1	6	0	-2	-1	3	2
COc1ccc2c(c1OC)C(=O)N1N=C(c3ccc(F)cc3)CC21 (stereo not given)	17	14	-3	-2	-8	-1	-3	-12	-12	0
COC(=O)CCC(=O)N1C2=NC3=C(C(=O)N(Cc4ccc5c(c4)OCO5)C3=O)C3N(C)c4ccccc4[C@]23C[C@H]1CO (stereo not given in full)	.	.	5	5	0	6	2	0	0	5
Cc1ccc(C)c(C(O)c2ncc(-c3cccc(F)c3)[nH]2)c1 (stereo not given)	1	-9	-3	-1	10	6	5	0	10	0
COc1cc(/C=C(\NC(C)=O)C(=O)NC(C)(C)C)ccc1OC(C)=O	-2	3	4	4	-8	2	2	7	6	-3
O=C(NCCN1CCN(c2ccccc2)CC1)C1CCN(S(=O)(=O)c2cccc3nonc23)CC1	3	-15	-1	3	4	-4	5	-1	-3	1
O=C(CSc1nc2ccc(Cl)cc2[nH]1)c1cccs1	10	4	-2	-3	6	1	0	-3	-10	-3
CCOC(=O)N/N=C/C=C/c1ccccc1	6	5	4	5	-5	3	3	-1	-3	-6
C[C@H](O)[C@@H]1CN2CCc3c([nH]c4c(-c5ccc6c(c5)OCO6)cccc34)[C@@H]2C[C@@H]1N(C)C(=O)Nc1ccccc1	.	.	-7	-2	1	0	-5	-2	-4	5
COc1ccc(C(=O)n2nc(-c3ccco3)nc2SC)cc1OC	-5	-2	-8	-5	9	-2	-1	-3	-3	-1
CCCC/C(O)=C1\C(=O)CC(C)(C)CC1=Nc1ccccc1OC	8	-5	11	2	-1	3	-1	4	8	0
O=C(CCc1ccccc1)Nc1cccc(S(=O)(=O)N2CCOCC2)c1	3	-6	-3	-3	4	0	4	1	-8	25*
CCCSc1nc(O)c(C2OC(=O)c3c2ccc(OC)c3OC)c(=O)n1-c1ccccc1 (stereo not given)	-12	-11	-5	-11	-5	3	1	-5	-3	4
CCOc1ccccc1-c1ccc2nccn2c1	12	-10	-22	-3	2	4	2	-13	-17	-1
COc1ccc(NC(=S)NCc2ccco2)c(OC)c1	-7	-10	-2	-7	2	3	-1	-4	-2	9
COc1cccc(COC(=O)C2CCN(S(=O)(=O)c3ccc(C)cc3C)CC2)c1OC	-5	16	24*	4	-16	-8	-1	4	-4	4
COc1ccc2cc(N3CCCC3=O)ccc2c1	-12	-3	-11	-6	7	1	-2	1	2	0

New compounds follow
Results follow in this order: ARFGAP1 inhibitor | ASAP1 inh | ADAM10 inh | ADAM17 inh | TDP2 absorb | Tn6 DDE FP | Tn7 DDE FP | PLCg1 inh | PLC-beta3 inh | SIAE inh
> CCc1ccc(N(CC(=O)NCc2ccc(OC)cc2)C(=O)CCC(=O)Nc2ccccn2)cc1
 : 2 | -5 | -6 | -1 | -1 | -4 | -3 | 0 | -5 | 5
> O=C(c1ccco1)N1CCN(C(=O)c2cnn3c(C(F)(F)F)cc(-c4cccs4)nc23)CC1
 : 1 | 2 | -349 | -118 | -9 | -5 | -1 | i | i | -7
> O=C1CCCC2=C1C(c1ccc(O)c(O)c1)Nc1ccc3ncccc3c12 (stereo not given)
 : 13 | -9 | -8 | -4 | -3 | -3 | 4 | -4 | -13 | -10
> O=C(CCN1c2ccccc2Sc2ccccc21)Nc1ccccc1
 : -2 | 7 | 6 | 3 | -9 | 7 | -2 | 0 | -1 | 7
> CCc1ccc([C@@H]2C[C@H]3[C@@H](CN2S(=O)(=O)c2ccc(C)cc2)C(=O)C[C@@H](c2ccc(C)cc2)N3S(=O)(=O)c2ccc(C)cc2)cc1
 : 0 | -1 | -9 | -1 | -4 | -4 | 3 | -2 | 3 | -10
> Cc1ccc(CS(=O)Cc2ccc(C(=O)N3CCN(C4CCCCC4)CC3)o2)cc1 (stereo not given)
 : 4 | 5 | -6 | 2 | -18 | 7 | 2 | -2 | -7 | 2
> COc1ccc(NC(=O)c2cc(C)cc(C)c2)cc1[N+](=O)[O-]
 : 12 | 0 | 10 | 4 | 24 | 3 | 0 | 3 | -1 | 1
> Cc1ccc(CCNC(=O)CCn2ccc3cc(S(=O)(=O)N4CCCC4)ccc32)cc1
 : 10 | -18 | 9 | 1 | 11 | 1 | 3 | -2 | -7 | 0
> CCc1ccc(NC(=O)c2cccnc2)cc1
 : 3 | -2 | -2 | -1 | -6 | 0 | 2 | -2 | 1 | -2
> CN(C)S(=O)(=O)N1CCN(CC(=O)Nc2ccc(Br)cc2)CC1
 : 5 | -3 | 0 | -5 | -8 | 5 | 6 | -1 | -6 | -9
> CCOc1cc(CNn2cnnc2SCC(=O)NC(C)(C)C)ccc1OCC(=O)NC(C)(C)C
 : -3 | 0 | 1 | 1 | -9 | -2 | 4 | 1 | -1 | 1
> CCOc1ccc(NC(=O)c2ccco2)c([N+](=O)[O-])c1
 : -3 | -20 | -1 | 0 | -12 | 1 | 1 | 2 | 3 | 4
> CN(C)S(=O)(=O)c1cc(NC(=O)COC(=O)Cc2ccc(Br)cc2)ccc1Cl
 : 0 | 9 | 11 | 0 | 4 | -6 | 1 | -4 | -3 | -18
> COCCNC(=O)C1(C)CCCN(C(=O)c2ccc(-c3ccccc3)cc2)C1 (stereo not given)
 : 2 | 7 | -12 | -6 | 4 | 2 | 3 | 0 | 1 | 5
> CCc1ccc2c(c1)C1(SC(NC(C)=O)=NN1C(C)=O)C(=O)N2CC (stereo not given)
 : -9 | 4 | 2 | -3 | -11 | 11 | -2 | 3 | -1 | -1
> Cc1ccc(C(=O)Oc2coc(CSc3ncccn3)cc2=O)cc1[N+](=O)[O-]
 : . | . | 14 | 1 | -3 | 3 | -1 | 6 | 6 | -1
> CNC(=O)c1sc(Nc2ccc(OCc3ccccc3)cc2)nc1C
 : 0 | 1 | -5 | -1 | 7 | 7 | -8 | -68 | -89 | 12
> COc1cccc(N(C(=O)c2snc(C(N)=O)c2N)C(C(=O)NCc2ccccc2)c2ccc(O)cc2)c1 (stereo not given)
 : -3 | -1 | -171 | -74 | 3 | -2 | -3 | -106 | -145 | -16

Screening results (PubChem)
